DRD3 agonist: qHTS of D3 Dopamine Receptor Agonist: qHTS | max activation, % | D3R DiscoveRx beta-arrestin cells, luminescence, 90 min | D(3) dopamine receptor (Homo sapiens), P35462 | 410,000 compounds, 0.58% hits; in the data active means max activation above about 30%; further: 0% is about no effect; mostly tested at two doses, the higher about 12 µM
Target sequence (P35462 whole entry, looked up): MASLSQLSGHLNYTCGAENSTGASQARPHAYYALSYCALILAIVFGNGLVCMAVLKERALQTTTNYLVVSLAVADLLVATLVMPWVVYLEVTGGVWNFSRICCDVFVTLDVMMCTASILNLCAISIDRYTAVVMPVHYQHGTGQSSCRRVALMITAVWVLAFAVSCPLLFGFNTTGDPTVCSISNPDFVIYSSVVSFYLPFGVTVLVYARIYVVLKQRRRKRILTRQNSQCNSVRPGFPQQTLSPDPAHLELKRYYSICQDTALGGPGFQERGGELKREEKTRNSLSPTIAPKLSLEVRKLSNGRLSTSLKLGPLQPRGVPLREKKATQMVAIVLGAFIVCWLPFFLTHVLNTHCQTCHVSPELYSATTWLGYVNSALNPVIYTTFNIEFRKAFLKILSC
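Agonist-mode cell screen: cells plated at 1500/well and incubated overnight at 37 °C, then exposed to library compounds for 90 min at 37 °C. Detection reagent was added for 30–60 min at room temperature, and luminescence was read.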
PTHR1 ag: qHTS for PTHR1 Agonists: Primary Screen. Parathyroid hormone/parathyroid hormone-related peptide receptor (Homo sapiens), Q03431. HEK293 GP2 PTHR1 cells, GloSensor cAMP luminescence, 1 h. Potency, µM (top dose mostly 115 µM), inactives show at the highest dose activation, usual class: activators. 410,000 compounds, 0.075% hits; active means well fitted activation curve with a large enough effect; inconclusive means small, poorly fitted or top-dose-only effect, or another doubt; inactive means no such curve, though single readings can be large or run the other way; further: potency means the concentration at half of the fitted maximal effect; nearly all actives have a fitted effect of over 55% in size; some results filed as inactive show a strong effect at the top dose; inactives centre near -15; many of its hits are not listed in these tables
Target sequence (Q03431 whole entry, looked up): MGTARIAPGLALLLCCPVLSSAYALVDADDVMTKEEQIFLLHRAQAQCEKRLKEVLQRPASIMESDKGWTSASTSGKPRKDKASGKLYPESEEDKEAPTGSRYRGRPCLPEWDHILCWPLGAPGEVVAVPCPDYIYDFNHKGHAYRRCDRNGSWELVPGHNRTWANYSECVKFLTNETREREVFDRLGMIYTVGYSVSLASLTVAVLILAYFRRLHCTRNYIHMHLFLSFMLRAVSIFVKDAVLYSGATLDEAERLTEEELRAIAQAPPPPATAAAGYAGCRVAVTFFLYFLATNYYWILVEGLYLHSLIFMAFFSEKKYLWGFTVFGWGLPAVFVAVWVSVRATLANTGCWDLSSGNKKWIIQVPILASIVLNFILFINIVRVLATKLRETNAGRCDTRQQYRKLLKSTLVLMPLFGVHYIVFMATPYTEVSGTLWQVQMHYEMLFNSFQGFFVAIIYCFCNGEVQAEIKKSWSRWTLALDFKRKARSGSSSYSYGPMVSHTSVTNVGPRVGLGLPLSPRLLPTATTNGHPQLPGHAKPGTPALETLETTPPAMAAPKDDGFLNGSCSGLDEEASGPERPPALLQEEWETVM
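HEK-293-derived GP2 cells expressing PTHR1 and a GloSensor cAMP reporter, 3,000/well, plated overnight, given luciferin plus IBMX (each 0.5 mM as added) for 1 h at 37 °C, then compound for 1 h at 37 °C. Luminescence was read after 15 min at room temperature.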
The depositor's hits bear a star; i = inactive; u = inconclusive; [ ] = another dose, or the depositor's remark.

Preview (4 entries):
mol,DRD3 agonist,PTHR1 ag
COc1ccc(CCNC(=O)c2ccc(Cn3c(=O)c4ccccc4n(Cc4ccc(C)cc4)c3=O)cc2)cc1OC,1,-24%
CC1CCN(S(=O)(=O)c2ccc(C(=O)Nc3nc4ccc(F)cc4s3)cc2)CC1,-1,-23%
COc1cc(OC)cc(-c2nc3nc(C)c(CCC(=O)NCCC(C)C)c(C)n3n2)c1,3,-19%
CCOc1ccc(NC(=O)c2oc3ccccc3c2NC(=O)Cc2cccc(C)c2)cc1,7,-1%

The whole of this part, previewed entries included:
mol,DRD3 agonist,PTHR1 ag
COc1ccc(CCNC(=O)c2ccc(Cn3c(=O)c4ccccc4n(Cc4ccc(C)cc4)c3=O)cc2)cc1OC,1,-24%
CC1CCN(S(=O)(=O)c2ccc(C(=O)Nc3nc4ccc(F)cc4s3)cc2)CC1,-1,-23%
COc1cc(OC)cc(-c2nc3nc(C)c(CCC(=O)NCCC(C)C)c(C)n3n2)c1,3,-19%
CCOc1ccc(NC(=O)c2oc3ccccc3c2NC(=O)Cc2cccc(C)c2)cc1,7,-1%
Cc1cc(F)ccc1NC(=O)Cn1c(=O)ccc2cc(S(=O)(=O)N3CCC(C)CC3)ccc21,-20,-16%
CC(C)(C)C1CCc2c(sc(NC(=O)c3ccco3)c2C(=O)Nc2ccccc2Cl)C1 (stereo unspecified),-12,i
CCN(C(=O)CSc1nc2ccccc2n1CC(=O)Nc1cccc(C#N)c1)c1ccccc1,-24,i
COc1ccc(-c2cc3nc(C4CCN(C(=O)OC(C)(C)C)CC4)c(C(=O)Nc4cc(C)cc(C)c4)cn3n2)cc1,2,10%
COc1cccc(CNC(=O)c2ccc3nc(-c4ccc(F)cc4)c(-c4ccc(F)cc4)nc3c2)c1,-6,i
CCC1CN(C(=O)N2CCC(C(=O)NCCC3=CCCCC3)CC2)c2ccccc2O1 (stereo unspecified),-3,-29%
CC(C)CNC(=O)C(=O)Nc1c2c(nn1-c1ccc(Cl)cc1)CSC2,10,i
Cc1ccc(NC(=O)/C(C#N)=C/c2ccccc2Cl)cc1C,-2,i
Cc1ccc(C)c(NC(=O)Cn2c(=O)n(Cc3ccco3)c(=O)c3oc4ccccc4c32)c1,-14,13%
COc1cc(Cl)c(C)cc1NC(=O)c1cc2c(=O)oc3ccccc3c2s1,6,i
COc1ccc(-c2cc(C(F)(F)F)c(C#N)c(SCC(=O)Nc3ccc(F)cc3)n2)cc1,4,-2%
COc1ccc(NC(=O)c2nnn(CC(=O)Nc3cccc(C)c3C)c2N)c(OC)c1,-1,i
CCOC(=O)c1c(NC(=O)COc2cc(C)ccc2C(C)C)sc2c1CCCC2,6,-72%[inhibitor]
CCc1ccc(NC(=O)CSc2nc(C)c(C(=O)Nc3ccc(Cl)cc3)c(-c3ccc(OC)cc3)c2C#N)cc1,4,i
N#C/C(=C\c1ccc(-c2ccc(Br)cc2)o1)C(=O)Nc1ccccc1O,-9,-20%
Cc1c2cnn(-c3ccccc3)c(=O)c2c(C)n1CC(=O)Nc1ccccc1Br,1,i
CCc1ccc(S(=O)(=O)c2c(C(=O)c3ccccc3)cnc3ccc(CC)cc23)cc1,4,-10%
CCOC(=O)c1c(-c2ccc(C)cc2)csc1NC(=O)c1nc(SC(C)C)ncc1Cl,8,i
CCN1CCN(c2ncc3c(n2)CCN(Cc2ccc(C)s2)C3)CC1,-12,i
COc1ccc(CNC(=O)c2ccc(-c3nc(CSc4ccc(C)cc4)c(C)o3)cc2)cc1OC,-2,-19%
O=C(Nc1ccc(F)cc1)c1ccc(-n2cnc3cccnc32)cc1,-12,-14%
Cc1ccc(C)c(N2CCN(C(=O)CCc3c(C)nc4c(c3C)c(=O)n(C)c(=O)n4C)CC2)c1,1,i
Cc1cccc(N2CCN(C(=O)c3cnn(-c4ccc(F)cc4F)c3C3CCN(C(=O)OC(C)(C)C)CC3)CC2)c1C,-10,-3%
CCOC(=O)c1c(Nc2ccccc2)nnc(-c2ccccc2)c1-c1ccccc1,10,-10%
CCc1ccccc1NC(=O)CCCN1C(=O)CCn2nc(-c3cn(C)c4ccccc34)cc21,-12,0%
COc1ccc(NC(=O)CCSc2nc(-c3ccco3)cc(C(F)(F)F)n2)cc1OC,9,i

For reference, some entries already given.
mol,DRD3 agonist,PTHR1 ag
COc1ccc(NC(=O)c2nnn(CC(=O)Nc3cccc(C)c3C)c2N)c(OC)c1,-1,i
CCOC(=O)c1c(NC(=O)COc2cc(C)ccc2C(C)C)sc2c1CCCC2,6,-72%[inhibitor]
CCc1ccc(NC(=O)CSc2nc(C)c(C(=O)Nc3ccc(Cl)cc3)c(-c3ccc(OC)cc3)c2C#N)cc1,4,i
N#C/C(=C\c1ccc(-c2ccc(Br)cc2)o1)C(=O)Nc1ccccc1O,-9,-20%
Cc1c2cnn(-c3ccccc3)c(=O)c2c(C)n1CC(=O)Nc1ccccc1Br,1,i

(listing goes on)
mol,DRD3 agonist,PTHR1 ag
COc1ccc(S(=O)(=O)c2cn(C)c3cc(N4CCCC4)c(F)cc3c2=O)cc1,3,-17%
COc1ccc(-n2c(SCC(=O)NC3CCCCC3)nc3c([nH]c4ccccc43)c2=O)cc1,3,-6%
CCc1ccccc1NC(=O)c1ccc(Cn2nc(N3CCN(c4ccccc4)CC3)ccc2=O)o1,-5,-29%
CCc1nnc(SCc2ccc(F)cc2Cl)c2cc3sccc3n12,-2,i
Cc1ccccc1-c1nc(CS(=O)(=O)CC(=O)Nc2cc(Cl)cc(Cl)c2)c(C)o1,3,-1%
CCN(C(=O)c1cc2c(Cl)nc3ccccc3c2s1)c1cccc(Cl)c1,3,i
CCOC(=O)c1cnc2cc(-c3ccc(OCC)cc3)nn2c1-c1ccccc1,36*,6%
COc1cccc(-c2nc(SCC(=O)NC3CCCC3)c(-c3ccccc3)[nH]2)c1,-9,-1%
COC(=O)c1sc2cccc(F)c2c1S(=O)(=O)N1CCN(c2ccc(C)cc2C)CC1,2,i
Cc1[nH]n(-c2ccccc2)c(=O)c1C(c1cc(Cl)ccc1O)c1c(C)[nH]n(-c2ccccc2)c1=O,-10,-27%
CCOc1ccc(NC(=O)c2ccc(NC(=O)CCS(=O)(=O)c3cccs3)cc2)cc1,7,-34%[inhibitor]
CCC(C)NC(=O)CSc1nc2cc3c(cc2c(=O)n1CCCC(=O)NCc1ccc2c(c1)OCO2)OCO3 (stereo unspecified),2,i
COC(=O)C(Cc1c[nH]c2ccccc12)NC(=O)COc1cccc(C)c1 (stereo unspecified),-3,-12%
CC(=O)N1CCCc2cc(S(=O)(=O)Nc3ccc(C)c(F)c3)ccc21,8,i
COc1ccc(S(=O)(=O)N2Cc3ccccc3CC2C(=O)Nc2cccc(C)c2)cc1OC (stereo unspecified),-15,-13%
O=C(NCCc1ccccc1)C1CCC(CNS(=O)(=O)c2ccc(Cl)cc2)CC1 (stereo unspecified),-5,-1%
COc1ccc(C)cc1NC(=O)c1ccc2nc(Cc3ccccc3)oc2c1,9,-44%[inhibitor]
CCOC(=O)c1cccc(NC(=O)Cn2ncc3c4ccccc4n(Cc4ccccc4)c3c2=O)c1,10,-1%
COc1ccc(CNC(=O)c2cc3c(=O)[nH]c4ccccc4c3s2)cc1,-7,i
Cc1cccc(NC(=O)CSc2nnc3c4ccccc4n(C)c3n2)c1,4,-25%
O=C(CN1C(=O)COc2ccc(S(=O)(=O)NC3CCCC3)cc21)NCc1ccccc1Cl,3,-6%
Cc1ccc(NS(=O)(=O)c2ccc3nc(-c4ccccc4)[nH]c3c2)c(Br)c1,10,-44%[inhibitor]
CCS(=O)(=O)N1CCc2cc(C(=O)Nc3ccc(OC)c(Cl)c3)ccc21,-11,i
COc1ccc(C(=O)NCCn2cc(SCC(=O)NCCc3ccc(OC)c(OC)c3)c3ccccc32)cc1,5,-54%[inhibitor]
CCC(=O)N1c2ccccc2CC1C(=O)NCCCN1CCN(c2ccc(F)cc2)CC1 (stereo unspecified),-28,i
COc1cc(CNCCSc2nnnn2C)ccc1OCc1ccccc1C,-7,i
CCS(=O)(=O)c1nc2ccccc2n1CC(=O)Nc1ccccc1C(=O)OC,-20,i
CCOC(=O)c1c(C)[nH]c(C)c1S(=O)(=O)NCC(=O)Nc1cccc(C(F)(F)F)c1,-12,i
COc1ccc(OC)c(C(=O)CC2(O)C(=O)N(Cc3ccccc3C)c3ccccc32)c1 (stereo unspecified),-7,i
CCOc1cc(C2c3c(-c4cc(C)ccc4O)n[nH]c3C(=O)N2CCCOC(C)C)ccc1O (stereo unspecified),6,-32%[inhibitor]
CCOC(=O)c1c(C)oc2ncnc(Nc3cc(Cl)ccc3OC)c12,6,7%
COc1cccc(Cn2c(CNC(=O)Cc3cccc(C)c3)nc3cccnc32)c1,-4,-2%
O=C(NCCc1cccs1)c1ccc(Cn2c(SCc3cccc(F)c3)nc3cccnc32)cc1,-15,i
COc1ccccc1NC(=O)c1cc2cc3ccc(OC)c(Cl)c3nc2s1,-5,i
O=C(Nc1c(C(=O)N2CCN(c3ccccc3)CC2)oc2ccccc12)c1ccc(Br)o1,-3,i
COc1cccc(NC(=O)/C(C#N)=C\c2cn(Cc3ccc(C)cc3)c3ccccc23)c1,-11,-32%
CCCN(CCC)C(=O)CSc1nnc2cc(C)c3ccccc3n12,4,i
COc1ccc(NC(=O)c2ccc(CN3C(=O)CCn4nc(C)cc43)cc2)c(OC)c1,3,i
Cc1ccccc1-n1c2nc(=O)[nH]c(=O)c-2cc2c(Cl)cccc21,-2,-5%
Cc1ccc(CNC(=O)CSc2nc3ccsc3c(=O)n2Cc2ccccc2F)cc1,-11,-3%
CSc1cccc(NC(=O)N2CCN(S(=O)(=O)c3ccc4c(ccn4C)c3)CC2)c1,1,i
CN1CCN(C(CNC(=O)c2ccccc2F)c2ccc3c(c2)OCO3)CC1 (stereo unspecified),-6,1%
COc1ccc(Cl)cc1S(=O)(=O)N1CCC(c2ccncc2)CC1,-5,-22%
CCc1ccc(NC(=O)Cn2cnc3sc(C)c(S(=O)(=O)N4CCC(C)CC4)c3c2=O)cc1,2,i
COc1ccc(-c2nc(SCC(=O)NC3CCCC3)c(-c3ccc(F)cc3)[nH]2)cc1OC,-14,i
COc1ccc(OCc2ccc(-c3nc(C#N)c(NC(C)c4ccccc4)o3)o2)cc1 (stereo unspecified),-4,-20%
O=C(Nc1cccc(C(F)(F)F)c1)c1cc2ccc3cccnc3c2[nH]1,-14,-31%[inhibitor]
CC(=O)N1c2ccccc2CC1C(=O)N1CCN(c2cccc(C)c2C)CC1 (stereo unspecified),1,-16%
CCn1c(C(=O)NCc2ccccc2)cc2sc(Cl)cc21,-10,-11%
CCn1c2ccccc2c2cc(NC(=O)COc3ccc(C)cc3C)ccc21,-32,-5%
COc1cccc(C(=O)NC2(C(F)(F)F)C(=O)Nc3c2c(=O)[nH]c(=O)n3-c2ccc(C)cc2)c1 (stereo unspecified),-2,-28%
CCc1ccc(C(=O)c2cn(CC(=O)Nc3cc(F)ccc3F)c3nc(C)ccc3c2=O)cc1,-20,i
CCOC(=O)C1CCN(C(=O)Cn2c(=O)oc3cc(S(=O)(=O)N4CCC(C)CC4)ccc32)CC1,-7,i
O=C(Cn1c(=O)n(-c2ccccc2)c(=O)c2c3c(sc21)CCCC3)Nc1cccc(F)c1,-6,i
Cc1ccc(-n2c(=O)c3c(cnn3C)n(CC(=O)Nc3cccc(C)c3)c2=O)cc1,-7,-10%
Cc1cc(C)cc(-n2ccnc2SCC(=O)Nc2nc3ccccc3s2)c1,-8,-31%[inhibitor]
COc1cc(C2CC(=O)Nc3cc4c(cc32)OCO4)cc(OC)c1O (stereo unspecified),-10,u
Cc1ccc(NC(=O)CCc2nc(-c3ccccc3F)no2)c(C)c1,-2,i
Cc1ccc(-n2nnnc2CNC(=O)C(C)(C)C)cc1C,10,-10%
CCc1nn(Cc2c(C)cc(C)cc2C)c(=O)c2cc3cc(C)ccc3n12,0,i

Next part:
mol,DRD3 agonist,PTHR1 ag
Cc1ccc(NC(=O)c2c(C)oc3ncn(C)c(=O)c23)cc1F,19,-2%
CCOc1ccc(-c2cc(CCCC(=O)NCCc3ccc(OC)c(OC)c3)no2)cc1,7,-23%
CCc1cccc(NC(=O)Cn2cc(C(=O)c3ccncc3)c(=O)c3cc(C)c(C)cc32)c1,-8,-17%
COc1ccc(-c2cn3nc(N4CCCC(C(=O)NCc5ccccc5OC)C4)sc3n2)cc1 (stereo unspecified),6,-6%
Cc1cc(C)cc(-n2ccnc2SCC(=O)Nc2nnc(C)s2)c1,-7,-3%
Cc1ccc(NC(=O)CCS(=O)(=O)c2ccc3c(c2)oc(=O)n3C)c(Br)c1,8,i

Compound activity deposited in PubChem by National Center for Advancing Translational Sciences (NCATS).

Only part of the results is shown; rates above refer to the full screens.
